# Screening data from PubChem BioAssay.
# MgcRacGAP inhibition – MgcRacGAP GTPase-activating activity inhibitors, confirmation, biochemical, ADP Hunter fluorescence; MgcRacGAP-stimulated Rac1 GTP hydrolysis, ADP Hunter fluorescence; higher % means a stronger effect; GST-tagged Rac1 F28L mutant substrate; one-dose inhibition, % at 30 µM; IC50 in µM for titrated hits; 0.6% of 340,000 active;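 active = first-screen hits whose inhibition reached a set limit at any dose in the follow-up dose series; inconclusive = inhibition above the set first-screen limit but never retested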;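 note: fluorescence reports GDP produced by GAP-driven GTP hydrolysis; strong numbers were not always called active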
# Myeloid diff 2 – induction of myeloid progenitor differentiation, primary screen, cell-based, flow cytometry, MLPCN library. ER-HoxA9 myeloid progenitors, lysozyme-GFP differentiation. calls only at 10 µM. 1% of 360,000 active;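 active = normalized GFP-positive differentiation at or above the plate's own cutoff, the solvent-only control mean plus 3 SD; inconclusive = no clear call, values can overlap the other calls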;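 note: cells exposed to compound for four days before flow analysis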
# WT yeast gro inh – growth inhibition of WT strain, primary screen, mitochondrial fusion inhibitor project, WT and mutant strains, chemical genetic | mitochondrial fusion phenotypic screen | inhibition, % at 10 µM | 2.1% of 190,000 active; in the data active = inhibition above about 58%; tested in S. cerevisiae
# Salmonella PhoP GFP – inhibitors of PhoP regulon expression, primary screen, Salmonella Typhimurium, GFP reporter (AID 1863) | 0.16% of 300,000 active | S. Typhimurium PhoP-regulated promoter GFP reporter, 4 h; higher % means a stronger effect | inhibition, % at 50 µM, or IC50 in µM where a hit was titrated;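 active = inhibition over 29.93%, a cutoff 3 SD above the screen mean, later confirmed by dose response; inconclusive = inhibition over 29.93% but no dose response follow-up; inactive = inhibition at most 29.93% or unconfirmed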;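 note: 0% = low Mg2+ inducing control and 100% = high Mg2+ repressing control; strong numbers were not always called active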
# bCat nuc transl – modulators of beta-catenin nuclear translocation, primary screen, imaging, HeLa cells, immunofluorescence, high-content; 0.3% of 190,000 active; nuclear translocation activity, % at 5 µM;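 active = nuclear translocation activity above 50% at 5 µM, with a well cell count of 50 or more; inconclusive = wells under 50 cells across six images, flagged as toxic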;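 note: per-cell ratio of nuclear to cytoplasmic median beta-catenin stain intensity; plate controls were DMSO negative control for no effect and GSK-3 inhibitor IX positive control for full effect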
#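 Technique: fluorescence imaging of beta-catenin antibody stain plus DAPI / Material: human HeLa cell line / Incubation: compound treatment 24 h, 37°C, 5% CO2 / Read-out basis: % activation of per-cell nuclear versus cytoplasmic median beta-catenin signal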
# T cell modulator – modulators of CD8 T cell-vesicle binding, primary screen, mouse 2C CD8+ T cells, flow cytometry | 2C CD8+ T cell-vesicle binding; active compounds read low | calls only at 7 µM | 0.068% of 330,000 active | AID 2052, 2009;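 active = response, share of CD8 T cells binding vesicles, and their 90th percentile fluorescence all below set limits, cut at about 80% in these data, passing the limit was not always enough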
#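 Material: murine 2C transgenic CD8+ T lymphocytes / Also added: QL9-peptide-loaded Drosophila micro-vesicles bearing Ld, ICAM-1 and B7-1 / Schedule: binding step 1.5 h, 37 °C, antibody labelling 20 min, ice / Signal: flow cytometry, PE anti-B7-1 (FL2) versus Alexa647 anti-CD8 (FL8), PFA-fixed / Evaluation: percent CD8+ FL2 mean versus row control / Benchmarks: naked versus QL9-loaded vesicles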
# SV40 large T antigen – SV40 large T antigen inhibitors, biochemical (AID 1903); SV40 large T antigen ATPase/helicase inhibition assay; higher % means a stronger effect; 0.39% of 310,000 active; one-dose inhibition, % at 20 µM; IC50 in µM for titrated hits; in the data active = a potency from the dose series; inconclusive = inhibition mostly from about 32% at the one dose, without a potency; inactive = the rest, 99 in 100 with inhibition below about 32%; note: strong numbers were not always called active
# West Nile virus CPE – West Nile virus antiviral activity, cell-based, CPE readout (AID 1621); West Nile virus-infected cells, CPE inhibition; higher % means a stronger effect; CPE inhibition, % at 10 µM, or IC50 in µM where a hit was titrated; 0.02% of 290,000 active; in the data active = a potency from the dose series; inconclusive = CPE inhibition mostly from about 3.7% at the one dose, without a potency; inactive = the rest, 99 in 100 with CPE inhibition below about 2.2%; note: strong numbers were not always called active
# RSV CPE inhibition – RSV antiviral activity via CPE protection, HEp-2 cells, primary 10 µM value included (AID 2391) | 0.13% of 310,000 active | HEp-2 cells, RSV-induced CPE inhibition; higher % means a stronger effect | one-dose CPE inhibition, % at 10 µM; IC50 in µM for titrated hits; in the data active = a potency from the dose series; inconclusive = CPE inhibition mostly from about 23% at the one dose, without a potency; inactive = the rest, 99 in 100 with CPE inhibition below about 21%; note: strong numbers were not always called active
# WT yeast gro inh mutant strain – recorded beside WT yeast gro inh, whose call it bears; inhibition, %; mitochondrial fusion phenotypic screen, mutant strain inhibition
# bCat nuc transl cell count 5 µM – recorded beside bCat nuc transl, whose call it bears; cell count; measured here: cell count, cytotoxicity flag
# T cell modulator vesicle-bound % – further read-out of T cell modulator, marked with its call; double positive events, %; measured here: CD8+ vesicle-bound cell fraction;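 binding gate set so that unloaded-vesicle control wells show 10% double positive cells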
# Myeloid diff 2 GFP+ MAC1+ % – second read-out of Myeloid diff 2, no call of its own (marks repeat the call); GFP+ MAC1+ double positive, %; measured here: differentiation confirmed by MAC1 staining
# The depositor's hits bear a star; i = inactive; ? = inconclusive; / = not tested or not shown.
SMILES,MgcRacGAP inhibition,Myeloid diff 2,Myeloid diff 2 GFP+ MAC1+ %,WT yeast gro inh,WT yeast gro inh mutant strain,Salmonella PhoP GFP,bCat nuc transl,bCat nuc transl cell count 5 µM,T cell modulator,T cell modulator vesicle-bound %,SV40 large T antigen,West Nile virus CPE,RSV CPE inhibition
Cc1ccc(-c2noc(CCC(=O)NCCN3CCN(Cc4ccccc4)CC3)n2)cc1,5.8%,i,0.9,-4.3,5.2,-6.9%,-6.6,884,i,47.2,17.3%,-0.5%,18.4%
CCOC(=O)c1cnc(-n2nc(C)cc2C)nc1NNc1ncc(-c2ccccc2)cn1,/,/,/,/,/,-4.0%,0.2,1142,i,28.1,10.1%,-0.6%,14.6%
CN1C(=O)[C@H]2[C@@H](/C=C/c3ccccc3)N3C(=O)CN(Cc4ccc(-c5ccccc5)cc4)C(=O)[C@@]3(Cc3ccccc3)[C@H]2C1=O,4.0%,i,1.4,/,/,/,/,/,i,10.1,10.3%,-1.4%,17.3%
CCOc1ccccc1Nc1nnc(SCc2nnc(-c3cc(OC)c(OC)c(OC)c3)o2)s1,0.1%,?,/,20.0,-16.4,-3.2%,-1.4,1093,i,4.6,14.9%,-0.3%,2.5%
COc1ccc(NC(=O)Nc2ccc(F)cc2)cn1,9.0%,i,0.3,/,/,9.6%,/,/,i,28.9,4.6%,-0.1%,1.7%
CN(Cc1ccccc1)C1=CC(=[N+]2CCCC2)CC(C)(C)C1,-4.2%,i,0.1,/,/,/,0.6,1284,i,35.8,21.9%,1.7%,-1.7%
CN(C)CCCn1c(N)c(C#N)c2nc3ccccc3nc21,/,i,2.0,/,/,-0.8%,0.5,1199,i,39.3,12.3%,0.2%,0.5%
O=C(COC(=O)c1cc[n+]([O-])cc1)Nc1ccc([N+](=O)[O-])cc1,8.9%,i,0.7,3.2,31.9,0.9%,-2.5,1112,i,38.0,9.0%,-0.3%,0.8%
C=CCn1cc(/C=C2\SC(N3CCOCC3)=NC2=O)c2ccccc21,/,i,1.6,/,/,-8.8%,-0.5,1269,i,23.3,8.0%,0.1%,2.0%
Cc1cc(C)n2ncc(C(=O)Nc3ccc(Cl)c(Cl)c3)c2n1,2.6%,i,0.2,4.7,-1.4,2.3%,-2.5,1011,i,55.7,7.7%,-0.3%,0.2%
O=C(C1CCCN(Cc2ccccc2C(F)(F)F)C1)N1CCCCC1 (stereo unspecified),19.0%,i,0.4,18.3,-6.2,0.5%,-1.5,1398,i,44.5,11.7%,-1.2%,1.5%
Cc1ccc(OC(=O)Cn2c(C(F)(F)F)nc3ccccc32)cc1,19.6%,i,1.6,5.9,18.3,6.2%,3.8,1403,i,39.5,14.2%,0.1%,0.2%
CC(=O)NC1C(Oc2cccc(C)c2)OC2COC(c3ccco3)OC2C1O (stereo unspecified),8.3%,i,0.2,-22.1,2.6,-19.7%,-2.3,1093,i,6.0,13.4%,-1.0%,1.1%
CCc1ccccc1NC(=O)C1CC(c2ccc(OC)cc2)=NO1 (stereo unspecified),-4.7%,i,0.5,/,/,11.3%,/,/,i,8.8,4.4%,-0.7%,7.3%
Cc1ccc(N(Cc2ccccc2)C(=O)CN2C(=O)NC3(CCCC3)C2=O)cc1,6.3%,i,1.9,/,/,-3.8%,/,/,i,17.6,22.8%,-1.1%,3.0%
Cc1nn(C)c(Cl)c1NC(=O)OCc1ccc(Cl)cc1Cl,-0.2%,i,0.7,3.8,0.0,6.0%,-0.8,1298,i,16.1,19.4%,/,-0.3%
CCCCCC(=O)N1CCN(CCN=CC2=C(O)CC(c3ccco3)CC2=O)CC1 (stereo unspecified),-0.5%,i,0.4,-21.6,-15.9,7.5%,3.7,1329,i,16.5,9.3%,-0.1%,2.6%
Cc1nc(Sc2nnnn2-c2ccccc2)c(C#N)c(C)c1C,7.3%,i,3.0,11.4,5.5,-6.9%,-0.1,1089,i,45.7,-0.3%,-0.2%,3.2%
CCN(CCCNC(=O)CSc1cc(=O)n(C)c2cc(Cl)ccc12)Cc1ccccc1,11.6%,i,0.6,-10.6,-11.8,-2.2%,-0.7,1107,i,26.6,3.7%,1.1%,-2.2%
CS(=O)(=O)NCCSc1nnnn1-c1ccccc1,7.8%,i,0.9,11.0,19.8,1.3%,-0.9,1054,i,36.8,1.8%,0.0%,0.7%
Cc1cc(C)nc(NC(=O)/C=C/c2cccs2)c1,8.6%,i,2.0,13.9,-7.9,7.0%,-1.6,1417,i,12.4,8.3%,0.3%,0.0%
COc1ccc(CCNCCN2CCOCC2)cc1,77.1µM*,i,0.5,/,/,11.8%,/,/,i,21.3,-3.5%,0.0%,-1.1%
COC(=O)/C(=C/c1ccco1)NC(=O)c1ccccc1,1.7%,i,0.6,-6.2,-4.1,-9.2%,0.9,885,i,36.8,26.7%,-0.6%,0.6%

# Complete entries, quoted from the list:
# Cc1ccc(-c2noc(CCC(=O)NCCN3CCN(Cc4ccccc4)CC3)n2)cc1 is listed with MgcRacGAP inhibition: 5.8%; Myeloid diff 2: i; Myeloid diff 2 GFP+ MAC1+ %: 0.9; WT yeast gro inh: -4.3; WT yeast gro inh mutant strain: 5.2; Salmonella PhoP GFP: -6.9%; bCat nuc transl: -6.6; bCat nuc transl cell count 5 µM: 884; T cell modulator: i; T cell modulator vesicle-bound %: 47.2; SV40 large T antigen: 17.3%; West Nile virus CPE: -0.5%; RSV CPE inhibition: 18.4%
# CCOc1ccccc1Nc1nnc(SCc2nnc(-c3cc(OC)c(OC)c(OC)c3)o2)s1 is listed with MgcRacGAP inhibition: 0.1%; Myeloid diff 2: ?; Myeloid diff 2 GFP+ MAC1+ %: /; WT yeast gro inh: 20.0; WT yeast gro inh mutant strain: -16.4; Salmonella PhoP GFP: -3.2%; bCat nuc transl: -1.4; bCat nuc transl cell count 5 µM: 1093; T cell modulator: i; T cell modulator vesicle-bound %: 4.6; SV40 large T antigen: 14.9%; West Nile virus CPE: -0.3%; RSV CPE inhibition: 2.5%

# A draw from above in order of molecular weight, low to high:
SMILES,MgcRacGAP inhibition,Myeloid diff 2,Myeloid diff 2 GFP+ MAC1+ %,WT yeast gro inh,WT yeast gro inh mutant strain,Salmonella PhoP GFP,bCat nuc transl,bCat nuc transl cell count 5 µM,T cell modulator,T cell modulator vesicle-bound %,SV40 large T antigen,West Nile virus CPE,RSV CPE inhibition
Cc1cc(C)nc(NC(=O)/C=C/c2cccs2)c1,8.6%,i,2.0,13.9,-7.9,7.0%,-1.6,1417,i,12.4,8.3%,0.3%,0.0%
COc1ccc(NC(=O)Nc2ccc(F)cc2)cn1,9.0%,i,0.3,/,/,9.6%,/,/,i,28.9,4.6%,-0.1%,1.7%
CN(C)CCCn1c(N)c(C#N)c2nc3ccccc3nc21,/,i,2.0,/,/,-0.8%,0.5,1199,i,39.3,12.3%,0.2%,0.5%
CN(Cc1ccccc1)C1=CC(=[N+]2CCCC2)CC(C)(C)C1,-4.2%,i,0.1,/,/,/,0.6,1284,i,35.8,21.9%,1.7%,-1.7%
O=C(COC(=O)c1cc[n+]([O-])cc1)Nc1ccc([N+](=O)[O-])cc1,8.9%,i,0.7,3.2,31.9,0.9%,-2.5,1112,i,38.0,9.0%,-0.3%,0.8%
Cc1nc(Sc2nnnn2-c2ccccc2)c(C#N)c(C)c1C,7.3%,i,3.0,11.4,5.5,-6.9%,-0.1,1089,i,45.7,-0.3%,-0.2%,3.2%
Cc1nn(C)c(Cl)c1NC(=O)OCc1ccc(Cl)cc1Cl,-0.2%,i,0.7,3.8,0.0,6.0%,-0.8,1298,i,16.1,19.4%,/,-0.3%
C=CCn1cc(/C=C2\SC(N3CCOCC3)=NC2=O)c2ccccc21,/,i,1.6,/,/,-8.8%,-0.5,1269,i,23.3,8.0%,0.1%,2.0%
Cc1ccc(N(Cc2ccccc2)C(=O)CN2C(=O)NC3(CCCC3)C2=O)cc1,6.3%,i,1.9,/,/,-3.8%,/,/,i,17.6,22.8%,-1.1%,3.0%
CCOC(=O)c1cnc(-n2nc(C)cc2C)nc1NNc1ncc(-c2ccccc2)cn1,/,/,/,/,/,-4.0%,0.2,1142,i,28.1,10.1%,-0.6%,14.6%
CCN(CCCNC(=O)CSc1cc(=O)n(C)c2cc(Cl)ccc12)Cc1ccccc1,11.6%,i,0.6,-10.6,-11.8,-2.2%,-0.7,1107,i,26.6,3.7%,1.1%,-2.2%
CCOc1ccccc1Nc1nnc(SCc2nnc(-c3cc(OC)c(OC)c(OC)c3)o2)s1,0.1%,?,/,20.0,-16.4,-3.2%,-1.4,1093,i,4.6,14.9%,-0.3%,2.5%
